Screening data (PubChem BioAssay)
NPYLR7 agonist – mosquito NPYLR7 agonism. HEK293T NPYLR7/Galpha15, GCaMP6s calcium fluorescence. activation, % at 10 µM. 270,000 tested, 0.15% active; in the data active = activation above about 40%;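 note: 0% = vehicle and 100% = reference agonist at the receptor; some compounds past the cut are filed as inactive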
mcGAS lum – blocks mouse cGAS activity; AID 1259399; 160,000 tested, 0.15% active; recombinant cGAS, Kinase-Glo ATP depletion luminescence; inhibition, % at 12.5 µM;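 note: 0% = negative control wells and 100% = reference inhibitor with no enzyme activity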
hcGAS lum – blocks human cGAS activity; Q8N884; recombinant h-cGAS, ATP depletion, Kinase-Glo luminescence; inhibition, % at 12.5 µM; 290,000 tested, 0.081% active; AID 1259398;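 note: 0% = vehicle reaction and 100% = reaction without DNA for no activity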
Target sequence (Q8N884 whole entry, looked up): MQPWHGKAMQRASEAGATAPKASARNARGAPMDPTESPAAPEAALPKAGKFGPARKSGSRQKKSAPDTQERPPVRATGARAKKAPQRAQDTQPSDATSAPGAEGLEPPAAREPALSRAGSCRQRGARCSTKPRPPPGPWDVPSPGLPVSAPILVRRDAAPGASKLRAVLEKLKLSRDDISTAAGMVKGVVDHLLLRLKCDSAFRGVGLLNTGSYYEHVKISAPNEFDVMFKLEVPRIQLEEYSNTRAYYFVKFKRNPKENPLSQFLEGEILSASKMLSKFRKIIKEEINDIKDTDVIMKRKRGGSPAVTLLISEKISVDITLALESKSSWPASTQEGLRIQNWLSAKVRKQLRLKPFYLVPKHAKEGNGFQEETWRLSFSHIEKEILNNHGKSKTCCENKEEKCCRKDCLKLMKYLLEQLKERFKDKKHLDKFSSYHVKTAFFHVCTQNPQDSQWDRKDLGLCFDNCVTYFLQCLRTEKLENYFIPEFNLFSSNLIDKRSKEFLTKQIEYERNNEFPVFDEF
Numbers without * were called inactive; x = no result given; & = joins results of further samples. Cut-off read from the data, not from the text of the source, unless noted: active = inhibition above about 40%; inactive = the rest.

SMILES	NPYLR7 agonist	mcGAS lum	hcGAS lum
COCCNC(=O)[C@@]1(OCc2ccccc2C#N)CC(OCc2cccc(OC(F)(F)F)c2)[C@@H]2OC(C)(C)O[C@@H]2C1 (some centres undefined)	6	-4	-5
CCc1cc(N2CCCC(Cn3ccnc3)C2)nc(N2CCOCC2)n1 (centres undefined)	15	x	-9
c1ccc(CCNc2nsc3ccccc23)cc1	5	-19	-11
Cc1c(Cl)c([N+](=O)[O-])nn1CC(=O)NCCCn1ccnc1	-6	-5	-2
CC(=O)c1c(SC(C)c2ccc(F)cc2)nc(=O)[nH]c1C (centres undefined)	7&0	-16&-5	-11&-5
COc1cccc(N(C(C)=O)c2nc(C=C3COc4ccccc4C3=O)cs2)c1	5	3	-3
Cc1ccc(C)c(-n2c(CNC(=O)c3cccs3)nnc2SCC(=O)N2CCc3ccccc32)c1	13	-5	-6
C#CCN1CCN(C(=O)CCCc2ccc(OC)c(F)c2)CC1	0	x	-7
Cc1oc(-c2ccc(F)cc2F)nc1CN1CCCC(COc2ccccc2F)C1 (centres undefined)	6	-11	-4
CS(=O)(=O)c1ccc(NCCCC(=O)O)c([N+](=O)[O-])c1	-1	x	10
CCOC(=O)N1CCN(C2CCCN(C(=O)c3cccc(Cn4cccn4)c3)C2)CC1 (centres undefined)	4&2	x	0&-8
COc1cccc(CNC(=O)Cc2csc(C(C)=O)c2)c1	2	x	-5
C=c1cc(C)n(CC(=O)Nc2cccc(C)c2C)c(=O)c1=C1N=C(c2ccc(F)cc2)NO1	1	-7	-5
CCn1c(CN(C)CC2CCN(CCc3ccc(OC)cc3)CC2)nc2ccccc21	10	-10	-7
O=C1CC2(CCN(C(=O)c3cccnc3Oc3ccccc3)CC2)Oc2ccccc21	-6	-2	-11

Of the compounds above, these have an aryl thioether with sulfur outside any ring.
SMILES	NPYLR7 agonist	mcGAS lum	hcGAS lum
CC(=O)c1c(SC(C)c2ccc(F)cc2)nc(=O)[nH]c1C (centres undefined)	7&0	-16&-5	-11&-5
Cc1ccc(C)c(-n2c(CNC(=O)c3cccs3)nnc2SCC(=O)N2CCc3ccccc32)c1	13	-5	-6

Next part:
SMILES	NPYLR7 agonist	mcGAS lum	hcGAS lum
C1CC1C(=NN=C(C1CC1)C1CC1)C1CC1	0	x	-5
CCCN(Cc1cc(NC(=O)C2CCCC2)ccc1N(C)C)C(=O)c1ccccc1Cl	25	-7	-4
O=S(=O)(c1ccc(F)cc1)N1CCCC(N2CCN(c3ccccc3F)CC2)C1 (centres undefined)	-1	x	-5
COc1ccc(C(=O)N2CCCC(CO)(Cc3ccccc3C)C2)c(OC)c1 (centres undefined)	18	-3	-6
CCOC(=O)c1c(NC(=O)c2cc3nc(-c4ccco4)cc(C(F)(F)F)n3n2)sc2c1CCC(C)C2 (centres undefined)	-9	-6	-6
CN(C)CCN1CC2(CCCN(C(=O)Cc3nn[nH]n3)C2)CCC1=O (centres undefined)	x	-8	-12
Cn1cc(Br)cc1C(=O)Nc1ccccn1	1	x	-5
CCn1c(=O)[nH]c2sc3c(c2c1=O)CCN(C(=O)Cc1ccc(N(C)C)cc1)C3	4	-8	-6
CCCn1c(=O)c2c(nc3n(C4CCCCC4)c(C)c(C)n23)n(C)c1=O	x	-8	-10
O=C(O)C1CCSCN1 (centres undefined)	-22	x	2
Cc1cc(C)cc(Nc2nc(NCC(C)O)nc3c2cnn3-c2ccccc2)c1 (centres undefined)	2	-8	-5
COc1ccc(-c2ccc[nH]c2=O)cn1	29	x	-3
CCOc1ccc(C(=O)Nc2c3c(nn2C)CCC3)cc1	19	x	3
CCOC(=O)c1nc2cc(Cl)c(Cl)cc2nc1N1CCN(C(=O)COCCOC)CC1	4	-6	-4
CCOCc1cccc(NC(=O)c2cc(C)n(C(C)(C)C)n2)c1	0	x	-14
COc1ccc(Cl)cc1S(=O)(=O)Oc1ccc2ccccc2c1	1	-7	-1
CCOC(=O)N1CCC(OC)c2ccccc2N(C)C(=O)C1 (centres undefined)	1	-4	-6
CCOC(=O)c1sc(NC(=O)COc2cccc(Cl)c2)nc1C	-8	2	-2
Cn1ccnc1C(NC(=O)CC(C)(C)C)c1ccccc1 (centres undefined)	2	x	-11
Cc1ccc(Cn2nc(-c3ccco3)c3sc(N4CCCC4)nc3c2=O)cc1	-3	-10	-7
O=C(/C=C/c1ccc(C(F)(F)F)cc1)NCc1nnc2ccccn12	0	x	-7
Cn1c(=O)n(C)c2cc(CNC3CCC(=O)N(CC4CC4)CC3)ccc21 (centres undefined)	-5	-12	-5
CC(=O)N(c1cccc(Cl)c1)c1nc(C)cc(C)c1C#N	-4	-6	-3
Cc1cccc(CN(Cc2ccc3c(c2)OCO3)Cc2nc(C(=O)NCCN(C)C)co2)c1	7	-4	2
COC(=O)C1=C(O)/C(=C\c2cccc(O)c2)SC1=Nc1cccc(F)c1	-4	-1	-3
CCC1=NN(C(=O)c2ccc(C)o2)C(O)(C(F)(F)F)C1 (centres undefined)	-3	x	-6
Cc1c(C)n2c3c(=O)[nH]c(=O)n(C)c3nc2n1CCCN1CCN(c2ccccc2F)CC1	3	x	-6
CN1CCC2(CC1)CN(C(=O)c1cccc(-c3ncn[nH]3)c1)CCN2C	23	x	-3
O=C(COC(=O)c1ccc(-c2ccc(C(=O)OCC(=O)NC3CC3)s2)s1)NC1CC1	4	x	7
CCOc1ccc(S(=O)(=O)N2CCCCC2)cc1C(C)CC (centres undefined)	2	-1	-5
CCCS(=O)(=O)N1CCN(CCN2C(=O)C(CC)SC2c2cc(OC)ccc2OC)CC1 (centres undefined)	14	-6	-7
Cc1cc(C)cc(N2CCN(C3CCNCC3)CC2=O)c1	8	x	-6
COc1nc(-c2ccccc2F)n(-c2cccc(NC(=O)c3cccs3)c2)n1	25	-6	-6
CC(C)CC(N)c1nnc2n1CCNCC2 (centres undefined)	2	-18	-1
Cc1c(Cl)cccc1N1CN(C(=O)CNCc2ccc(F)cc2)CC1=O	18	-6	-6
Cc1cnc(NC(=O)C23CCC(=O)N2c2ccccc2S3)s1 (centres undefined)	2	x	-7
COc1ccc(C(=O)Nc2sc3c(c2C(=O)NCC2CCCO2)CCCC3)cc1OC (centres undefined)	1	1	4
CCOC(=O)N1CCN(C(=O)CSc2ccc(NC(=O)c3ccccc3F)nn2)CC1	12	x	3
COc1cccc(COC(CN2CCN(S(=O)(=O)c3cccc(Cl)c3)CC2)c2ccc(Cl)cc2)c1 (centres undefined)	-4	3	-1
CC(C)SC(NC(=O)OCc1ccccc1)C(=O)NCCSCc1ccccc1 (centres undefined)	0	-6	-4
CCCCC(O)CN(Cc1c(-c2ccccc2)nn(C)c1Oc1ccccc1OC)C(C)CC (centres undefined)	-3	-5	-3
O[C@@H]1C[C@@H]2CO[C@@H](c3ccccc3)C[C@@]2(O)[C@H]1N1CCN(c2cnccn2)CC1	1	-8	6
CC1=C[C@@H](CNC(=O)COCC(=O)O)[C@H](C(C)C)C[C@H]1CC(=O)NCc1ccc(F)cc1	-11	-8	-6
Cc1ccc(-c2ccc(C(=O)N(C)CCN(C)C)c(NCC3CC3)n2)cc1C	-2	-2	-4
COc1ccc(NS(=O)(=O)c2cc(NC(=O)CSC)ccc2OC)cc1	-9	x	-2
CNC(=O)NC(=O)C(C)Sc1ncc(-c2ccc(F)cc2)n1CC(C)C (centres undefined)	-3	-10	2
Cc1ccc(NC(=O)Cn2nc3c(=O)n(-c4ccc(Br)cc4)ccn3c2=O)cc1	6	-7	-5
CCCN1C(=O)NC(c2ccccc2)C(C(C)=O)=C1C (centres undefined)	5	-5	-12
CCCNC(=O)N1CCN(c2cccc(C(F)(F)F)c2)C(=O)C1C (centres undefined)	4	-5	-7
Cc1cc(C(=O)N2CCN(c3nc4c(F)cccc4s3)CC2)n(C)n1	6	x	1
Cc1csc(NC(=O)CCn2c(=O)oc3ccc(Cl)cc32)n1	8	-7	-6
COc1cccc(CN2CCN(c3ccc(C)cc3C)C(=O)C2C)c1 (centres undefined)	0	-3	-4
CCn1c(=O)c2c(nc3n(-c4ccc(N(C)C)cc4)c(C)cn23)n(C)c1=O	2	-9	-6
CCCCNC(=O)N(CC)CC(=O)Nc1cc(-c2ccccc2)nn1-c1ccc(OC)cc1	17	-3	-10
O=C(Nc1nnc(SCc2cccs2)s1)C1CCCC1	7	x	-4
C=CCC1(O)C(=O)Nc2ccccc21 (centres undefined)	0	x	-4
C=CCOCC(O)CN(CCc1nc(-c2ccc(C)c(Cl)c2)no1)Cc1ccccc1 (centres undefined)	-3	-1	1
COc1cccc(CN2CCCC3(CCN(C(=O)CN4CCCC4=O)C3)C2)c1OC (centres undefined)	3	x	-14
N#CCOc1ccc(NC(=O)N2CCC(C(=O)c3ccccc3)CC2)cc1	3	-2	1
CC(C)[C@H]1CN(C)CCN1c1nc2nonc2nc1NCc1cccs1	17	x	-1
(continued)
SMILES	NPYLR7 agonist	mcGAS lum	hcGAS lum
Nc1nc(-c2cccnc2)nc(-c2cccnc2)n1	-10	-2	-1
COCCN(CC(=O)N(CCc1c[nH]c2ccccc12)Cc1ccccc1OC)C(=O)C(C)C	11	-5	-1
Cc1nn(C(C)C(=O)NC2CCCCC2)c(=O)c2cc3occc3n12 (centres undefined)	-1	1	0
Cc1cccc(C)c1Cn1c(C)c(C(=O)NCc2ccc(C#N)cc2)sc1=O	1	x	2
CC(C)Oc1ccc(Nc2nccc3[nH]c(-c4ccccc4)cc23)cc1	-2	-3	3
COc1cccc(-c2cc(-c3ccc(C(=O)NCc4ccccc4Cl)cc3)[nH]n2)c1	0	-9	-10
CC(C)(C)CCNC(=O)/C=C/c1ccc2c(c1)OCO2	-6	-5	-2
CCCS(=O)(=O)N1CCN(c2cc(C)nc(NCC)n2)CC1	x	-5	-4
CC(=O)N1CCN(C(C)C(=O)Nc2ccc(C(F)(F)F)cc2)CC1 (centres undefined)	12	-7	-6
CC(=O)Nc1ccc(C(=O)N(C)Cc2nc(C)no2)c(C)c1	12	-12	-10
COc1ccccc1/C=C/C=C1\N=C(c2ccc(C)cc2)OC1=O	-1	x	-7
CCc1nccn1CC(=O)N1CCCC(Nc2ccc(F)cc2)C1 (centres undefined)	1	-12	-6
CN(Cc1nc2ccccc2s1)c1cn[nH]c(=O)c1Cl	-3	-1	-2
CC(C)c1cc(C(=O)N(Cc2ccsc2)CC2CCCO2)no1 (centres undefined)	-2	-15	-5
Cc1cc(C)cc(C(=O)Oc2coc(CSc3nc(C)cc(C)n3)cc2=O)c1	-8	-4	-3
COC(=O)CCCCC(=O)N1CCN(C(C)c2ccccc2)CC1 (centres undefined)	6	2	5
N#CCCNc1ccc2c(c1)OCCO2	3	x	-5
O=c1c2cnc3ncnn3c2ccn1-c1ncn[nH]1	7	x	-8
CCN(CC)CCNC(=O)C(=O)NCC(c1cccnc1)N1CCN(c2ccc(OC)cc2)CC1 (centres undefined)	3	1	1
O=c1[nH]c2ccccc2n1CN(Cc1ccc(F)cc1)C1CC1	-1	-1	0
Cc1cc(C(=O)N2Cc3ccccc3C2)cc(S(N)(=O)=O)c1C	-2	-7	-5
COC(=O)C1=C(C)N(CC2CCCO2)C(=O)C1 (centres undefined)	7	x	-6
C=CCOC(=O)C1=C(C)NC(=O)NC1c1ccc(Cl)c(Cl)c1 (centres undefined)	-4	-8	-4
Cc1cc(C(=O)N2CCN(C(c3ccccc3)c3ccc(F)cc3)CC2)no1 (centres undefined)	-1	-7	-5
COC(CNC(=O)N1CCOCC1)C(C)C (centres undefined)	15	x	-12
CCc1nc2c(OCCOc3ccc(F)cc3)cccn2c1N(C)C(=O)C1CC1	-2	-3	-5
CC(=O)Cn1c(=O)c2c(nc3oc(-c4ccccc4)cn32)n(C)c1=O	-7	x	-2
Cc1nc2c(o1)N=C(N)C(C#N)C21CCSCC1 (centres undefined)	-2	x	-8
Fc1ccc(Nc2cc3[nH]c(-c4cccc(F)c4)cc3cn2)cc1	5	-6	-4
COc1ccc(Br)cc1/C=C/C(=O)N1CCC(c2ccccc2)CC1	-7	x	-4
C=C(C)CN(CC)Cc1nc(-c2ccc(OC)c(C)c2C)oc1C	1	x	0
Cc1nc(C(C)C)nc(C)c1OCc1nc(-c2ccco2)oc1C	19	x	-5
O=c1n(-c2ccccc2)c(=O)n2n1CCC2	-4	1	5
CCCCCN1CC(C(=O)NCc2ccccc2F)CC1=O (centres undefined)	x	-5	-3
OC1/C=C\CCCCC1O (centres undefined)	-7	x	1
CC(C)c1ccc(NC2CCCN(C(=O)Cc3c[nH]c(=O)[nH]c3=O)C2)cc1 (centres undefined)	-5	x	-3
COCc1nc2nccc(-c3ccc(-c4ccccc4)cc3)n2n1	-7	-6	-2

Compounds shown so far that contain a Cl atom (13):
SMILES	NPYLR7 agonist	mcGAS lum	hcGAS lum
Cc1c(Cl)c([N+](=O)[O-])nn1CC(=O)NCCCn1ccnc1	-6	-5	-2
CCCN(Cc1cc(NC(=O)C2CCCC2)ccc1N(C)C)C(=O)c1ccccc1Cl	25	-7	-4
CCOC(=O)c1nc2cc(Cl)c(Cl)cc2nc1N1CCN(C(=O)COCCOC)CC1	4	-6	-4
COc1ccc(Cl)cc1S(=O)(=O)Oc1ccc2ccccc2c1	1	-7	-1
CCOC(=O)c1sc(NC(=O)COc2cccc(Cl)c2)nc1C	-8	2	-2
CC(=O)N(c1cccc(Cl)c1)c1nc(C)cc(C)c1C#N	-4	-6	-3
Cc1c(Cl)cccc1N1CN(C(=O)CNCc2ccc(F)cc2)CC1=O	18	-6	-6
COc1cccc(COC(CN2CCN(S(=O)(=O)c3cccc(Cl)c3)CC2)c2ccc(Cl)cc2)c1 (centres undefined)	-4	3	-1
Cc1csc(NC(=O)CCn2c(=O)oc3ccc(Cl)cc32)n1	8	-7	-6
C=CCOCC(O)CN(CCc1nc(-c2ccc(C)c(Cl)c2)no1)Cc1ccccc1 (centres undefined)	-3	-1	1
COc1cccc(-c2cc(-c3ccc(C(=O)NCc4ccccc4Cl)cc3)[nH]n2)c1	0	-9	-10
CN(Cc1nc2ccccc2s1)c1cn[nH]c(=O)c1Cl	-3	-1	-2
C=CCOC(=O)C1=C(C)NC(=O)NC1c1ccc(Cl)c(Cl)c1 (centres undefined)	-4	-8	-4
